NCI-60 one-dose screen, 48 h, at 10 µM unless noted. Numbers give growth in % (100 = growth as untreated, 0 = no growth, -100 = all killed).
MCF7 = MCF7 breast cancer; 6.3% of 82,000 active
BT-549 = BT-549 breast cancer; 4.4% of 78,000 active
K-562 = K-562 leukemia | 7.4% of 78,000 active
HS 578T = HS 578T breast cancer. 4.1% of 78,000 active. AID 1794788
T-47D = T-47D breast cancer; 5% of 79,000 active
SR = SR leukemia cells | 8.7% of 73,000 active
MDA-MB-231 = MDA-MB-231 breast cancer; 5% of 81,000 active; AID 1794789
MDA-MB-468 = MDA-MB-468 breast cancer; AID 2202374; 8.5% of 78,000 active
* = called active by the depositor; · = no result given; & = joins results of further samples. Rule for the calls: active = growth percent below 10; inactive = the rest.

Codes: A = MCF7; B = BT-549; C = K-562; D = HS 578T; E = T-47D; F = SR; G = MDA-MB-231; H = MDA-MB-468
(1) CC1CCC(=O)c2ccccc21 (configuration not stated)
  A: 113; B: 90; C: 108; D: 103; E: 105; F: ·; G: 100; H: 118
(2) C=C(C[n+]1ccccc1)[C@@H]1CC[C@]2(C(=O)O)CC[C@]3(C)[C@H](CC[C@@H]4[C@@]5(C)CC[C@H](OC(C)=O)C(C)(C)[C@@H]5CC[C@]43C)[C@@H]12
  A: 96; B: 105; C: 100; D: 99; E: 95; F: 101; G: 105; H: 100
(3) COc1cc2c(cc1C)NC(=O)/C2=C\c1c[nH]c2cc(C)c(OC)cc12
  A: 81; B: 122; C: 71; D: 106; E: 87; F: 72; G: 92; H: ·
(4) Cc1cccnc1N
  A: 94; B: 96; C: 120; D: 99; E: ·; F: 120; G: 95; H: 91
(5) CCOC(=O)C1=C(C(=O)OCC)N(c2c(C)cccc2C)C(N)=C(C#N)C1c1cc(=O)[nH]c2ccccc12 (configuration not stated)
  A: 85; B: 99; C: 101; D: 102; E: 98; F: 88; G: 97; H: 93
(6) CCCCC(C(=O)O)N1C(=O)CSC1=S (configuration not stated)
  A: 97; B: 112; C: 106; D: 100; E: 100; F: 108; G: 112; H: 98
(7) CNCCOC(=O)c1ccccc1
  A: 97; B: 105; C: 110; D: 119; E: ·; F: 95; G: 91; H: 109
(8) COc1ccc(/C=C2\COc3ccc(O)cc3C2=O)c(OC)c1
  A: 55; B: 58; C: 12; D: 66; E: 56; F: 19; G: 61; H: -1.0*
(9) O=C(CC(=O)c1ccccc1O)c1ccccc1
  A: 76; B: 77; C: ·; D: 106; E: 80; F: ·; G: 91; H: 72
(10) O=NN(CC(=O)N/N=C\c1cccc([N+](=O)[O-])c1)CC(=O)N/N=C/c1cccc([N+](=O)[O-])c1
  A: 90; B: 92; C: 89; D: 100; E: 77; F: 79; G: 95; H: 101
(11) Cc1cc(N2CCN(C)CC2)nc(N(CCNc2ccnc3cc(Cl)ccc23)Cc2ccco2)n1
  A: 17; B: 31; C: 1.6*; D: 69; E: 40; F: -22*; G: 9.9*; H: 38
(12) Cc1cc(=O)oc2cc(OCCCOc3ccc(/C=C/C(=O)Nc4cccc(Cl)c4)cc3)ccc12
  A: 83; B: 102; C: 77; D: 71; E: 76; F: 61; G: 66; H: 87
(13) CCOC(=O)N(Cc1ccccc1)c1ccccc1
  A: 111; B: 110; C: 99; D: 101; E: 97; F: 61; G: 98; H: 107
(14) N#Cc1c(-c2ccc(Cl)cc2)c(C#N)c2c(C#N)c(N)nn2c1N
  A: 81; B: 76; C: 89; D: 79; E: 57; F: 69; G: 71; H: 80
(15) CC(C)=C1CCC(C)C/C1=N/NC(=O)c1ccncc1 (configuration not stated)
  A: 96; B: 88; C: 89; D: 111; E: 93; F: 86; G: 106; H: 128
(16) COc1ccc2cc(C3=NN(C(N)=S)[C@@H](c4ccc(OC)c(OC)c4)C3)ccc2c1
  A: 83; B: 103; C: 70; D: 65; E: 41; F: 72; G: 80; H: 80
(17) COc1ccc(-c2nn(-c3ccccc3)cc2/C=C/C(=O)OCc2cn(-c3ccc(F)c(Cl)c3)nn2)cc1
  A: 71; B: 101; C: 70; D: 88; E: 48; F: 88; G: 57; H: 72
(18) Cc1nn(-c2ccc(Cl)cc2)c2nc3c(nc12)c(=O)oc1ccccc13
  A: 99; B: 90; C: ·; D: 107; E: 111; F: ·; G: 110; H: 125
(19) CC(C)(C)C1Sc2nc3ccccc3n2C1=O (configuration not stated)
  A: 97; B: 94; C: 89; D: 110; E: 95; F: 104; G: 107; H: ·
(20) C=C1C(=O)O[C@H]2[C@H]1CC/C(Cn1cc(CNCCc3c[nH]c4ccc(Cl)cc34)nn1)=C\CC[C@@]1(C)O[C@@H]21
  A: 43; B: 75; C: 2.7*; D: 83; E: ·; F: ·; G: 60; H: 20
(21) COc1ccc(Nc2ncc(OC)c(NCCCNC(=O)C3CCC3)n2)cc1
  A: 98; B: 82; C: 93; D: 94; E: 92; F: 105; G: 101; H: 104
(22) O=C(/C=C/c1ccco1)c1cccc([N+](=O)[O-])c1
  A: 41; B: 103; C: 99; D: 119; E: 87; F: 72; G: 111; H: 88
(23) COc1cc(-c2cnc3nonc3n2)ccc1O
  A: 89; B: 87; C: 75; D: 89; E: 88; F: 46; G: 107; H: 86
(24) Cc1cccc(C)c1NC(=O)CSC(=S)N1CCN(CCOCCO)CC1
  A: 98; B: 102; C: 96; D: 104; E: 103; F: 102; G: 116; H: 127
(25) O=S(=O)(Nc1ccc(-c2nc(-c3cccc(OCCN4CCOCC4)c3)c(-c3ccnc(Br)c3)[nH]2)cc1)c1ccccc1
  A: 9.5*; B: 54; C: 3.4*; D: 0.2*; E: 27; F: -19*; G: 37; H: 1.5*
(26) O=c1cc(NNC(=S)Nc2ccccc2)c2cc(Cl)ccc2[nH]1
  A: 94; B: 98; C: 94; D: 96; E: 83; F: 99; G: 95; H: 91
(27) CC(/C=N/Nc1ccc([N+](=O)[O-])cn1)=C\c1ccccc1
  A: 95; B: 111; C: 103; D: 125; E: 96; F: 76; G: 106; H: 104
(28) O=C(NNC(=O)c1ccc([N+](=O)[O-])cc1)c1ccc([N+](=O)[O-])cc1
  A: 90; B: 90; C: 94; D: 104; E: 92; F: 99; G: 117; H: 109
(29) Cc1ccc2c(c1)/C(=C/c1sc(=S)[nH]c1O)C(C(=O)O)=N2
  A: 99; B: 109; C: 95; D: 101; E: 87; F: 90; G: 110; H: 117
(30) O=C1CC(c2ccc(Cl)cc2)Nc2ccccc21 (configuration not stated)
  A: 79; B: 84; C: 60; D: 95; E: 71; F: 80; G: 80; H: 66
(31) CCOC(=O)c1cnn2c(-c3ccc(Cl)cc3)nc(NC(C)C)nc12
  A: 97; B: 101; C: ·; D: 93; E: 78; F: 74; G: 85; H: 117
(32) COc1ccc(/C=C/C(=O)c2cc(OC)c(OC)c(OC)c2)cc1OCc1cn(Cc2ccc(F)cc2)nn1
  A: 13; B: 26; C: 7.4*; D: 83; E: 50; F: 3.3*; G: 82; H: 25
(33) Clc1ccc(C2CCN(Cc3ccccc3)CCO2)cc1 (configuration not stated)
  A: 98; B: 112; C: 88; D: 108; E: 100; F: 89; G: 107; H: 107
(34) CCOC(=O)C1(C(=O)OCC)NC(=O)CC1C(C)C (configuration not stated)
  A: 98; B: 111; C: ·; D: 104; E: 106; F: 96; G: 93; H: 100
(35) Cc1ccc(C(=O)C[n+]2ccn(CC(=O)Nc3cccc4cccnc34)c2)cc1
  A: 81; B: 78; C: 74; D: 94; E: 79; F: 115; G: 87; H: 51
(36) CCCCOCCOCCOC(=O)COc1ccc(OC)cc1
  A: 101; B: 110; C: 117; D: 89; E: 111; F: 98; G: 97; H: 94
(37) O=C1CSC(=S)N1Cc1ccccc1
  A: 91&98; B: 95&98; C: 106; D: 90&107; E: 94&100; F: 96&78; G: 99&111; H: 88&117
(38) c1ncc2[nH]cnc2n1
  A: 93; B: 106; C: 102; D: 114; E: 94; F: 100; G: 111; H: 96
(39) COc1cc(C(=O)/C=C/c2sc(Cl)nc2Cl)cc(OC)c1OC
  A: -68*; B: 86; C: 3.2*; D: 71; E: 28; F: ·; G: 32; H: -51*
(40) COc1ccc(-c2cc(-c3cccnc3)nc(OCc3nnc(-c4ccc(Cl)cc4)o3)c2C#N)cc1OC
  A: 100; B: 122; C: 108; D: 97; E: 100; F: 92; G: 99; H: ·
(41) NC1=NC(=O)/C(=C/c2ccccc2)S1
  A: 105; B: 118; C: 92; D: 111; E: 111; F: 91; G: 103; H: 113
(42) O=C(Nc1c(F)cccc1F)c1cc2cc(Nc3nc(-c4ccccc4)nc4ccccc34)ccc2oc1=O
  A: 20; B: 40; C: 69; D: 108; E: 75; F: 63; G: 93; H: 101
(43) [N-]=[N+]=Nc1nc(NC2CCCC2)nc(-c2ccc(C(F)(F)F)cc2)n1
  A: 79; B: 95; C: 45; D: 85; E: 88; F: 85; G: 86; H: 91
(44) COc1ccc(OC)c(/C=C2\COc3ccc(O)c(O)c3C2=O)c1
  A: 15; B: 39; C: 5.9*; D: 22; E: 25; F: 7.0*; G: 9.3*; H: 17
(45) CC(=O)NNC(=S)OC1CCCCC1
  A: 98; B: 99; C: 114; D: 91; E: 110; F: 106; G: 98; H: 105
(46) ClCc1ccc(-c2ccc(CCl)cc2)cc1
  A: 55; B: 104; C: 91; D: ·; E: 22; F: 37; G: 94; H: 13
(47) O=C(CCl)Nc1ccc2c(c1)C(=O)c1ccc(NC(=O)CCl)cc1C2=O
  A: -61*; B: -91*; C: -15*; D: 6.2*; E: -49*; F: -27*; G: -48*; H: -76*
(48) Clc1ncc(Br)c(Cl)n1
  A: 93; B: 106; C: 90; D: 100; E: 101; F: 85; G: 109; H: ·
(49) COc1ccc(-c2nc(SCCC(C)C)nc(N/N=C(/C)c3cccc(OC)c3)c2C#N)cc1
  A: 96; B: 88; C: 90; D: 81; E: 86; F: 99; G: 71; H: 102
(50) N#Cc1c(Nc2ccccc2)n[nH]c1-c1ccc(F)cc1
  A: 84; B: 87; C: 76; D: 79; E: 73; F: ·; G: 78; H: 82
(51) O=C(O)C1CCCCC1
  A: 97; B: 124; C: 103; D: 114; E: ·; F: 112; G: 105; H: 90
(52) Cc1ccc(C2=Nc3ccc(Cl)cc3C3=NCC(=O)NN23)cc1
  A: 88; B: 102; C: 101; D: 101; E: 92; F: 103; G: 114; H: 126
(53) COc1ccc(-c2nnc(Nc3ccc(C)cc3C)o2)cc1
  A: 61; B: ·; C: 18; D: 78; E: 34; F: 50; G: 34; H: 52
(54) O=C(O)C(c1ccccc1)C(O)(CCl)c1ccccc1 (configuration not stated)
  A: 100; B: 120; C: 113; D: 116; E: 106; F: 101; G: 112; H: 104
(55) CCC=Nc1c(O)cc(-c2ccccc2)n(C)c1=O
  A: 94; B: 107; C: ·; D: 107; E: 92; F: 73; G: 116; H: 93
(56) O=S(=O)(O)c1cccc(/C(=N\Nc2ccccn2)c2ccccn2)c1
  A: 104; B: 96; C: 133; D: 97; E: 124; F: ·; G: 113; H: 100
(57) O[C@H]1CO[C@H]2[C@@H]1OC[C@@H]2Oc1ccc(Nc2ncc(F)c(Nc3ccc(O[C@H]4CO[C@H]5[C@@H]4OC[C@@H]5O)c(Cl)c3)n2)cc1Cl
  A: 97; B: 103; C: 104; D: 103; E: 113; F: 114; G: 103; H: 93
(58) Nc1ncc2c(n1)-c1cn(Cc3ccccc3)cc1CC2
  A: 100; B: ·; C: 92; D: 164; E: 88; F: 108; G: 90; H: 103
(59) COc1ccc(-c2cnc3sc4c(-c5ccc(Br)cc5)n[nH]c(=O)c4n23)cc1
  A: 86; B: 93; C: 91; D: 95; E: 86; F: 82; G: 86; H: 97
(60) CCSc1oc(-c2ccccc2)nc1S(=O)(=O)c1ccccc1
  A: 91; B: 89; C: 101; D: 94; E: 74; F: 95; G: 87; H: 85

Complete entries as entered above.
Listed for O=C(O)C(c1ccccc1)C(O)(CCl)c1ccccc1 (configuration not stated) = MCF7: 100; BT-549: 120; K-562: 113; HS 578T: 116; T-47D: 106; SR: 101; MDA-MB-231: 112; MDA-MB-468: 104
Listed for O[C@H]1CO[C@H]2[C@@H]1OC[C@@H]2Oc1ccc(Nc2ncc(F)c(Nc3ccc(O[C@H]4CO[C@H]5[C@@H]4OC[C@@H]5O)c(Cl)c3)n2)cc1Cl = MCF7: 97; BT-549: 103; K-562: 104; HS 578T: 103; T-47D: 113; SR: 114; MDA-MB-231: 103; MDA-MB-468: 93

Among those listed so far, these have an aryl thioether with sulfur outside any ring:
Codes: A = MCF7; B = BT-549; C = K-562; D = HS 578T; E = T-47D; F = SR; G = MDA-MB-231; H = MDA-MB-468
(49) COc1ccc(-c2nc(SCCC(C)C)nc(N/N=C(/C)c3cccc(OC)c3)c2C#N)cc1
  A: 96; B: 88; C: 90; D: 81; E: 86; F: 99; G: 71; H: 102
(60) CCSc1oc(-c2ccccc2)nc1S(=O)(=O)c1ccccc1
  A: 91; B: 89; C: 101; D: 94; E: 74; F: 95; G: 87; H: 85
